# IL-1B inflam inh: inhibitors of inflammasome signaling (IL-1 beta secretion); THP-1 LPS/ATP IL-1B secretion, AlphaLISA, 16 h; stronger effect = lower value; activity change, % at 57.5 µM; hit rate 4.7% among 360,000; AID 743279; in the data active = activity change below about -50%; inconclusive = mostly about -30% to -49%; also: % is scaled to controls: 0 for no effect and ±100 for the full control effect
#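 Secreted IL-1B measured by AlphaLISA bead assay after 16 h compound exposure of THP-1 cells; compounds (final up to 57.5 uM) added 1 h before LPS (250 ng/mL) and ATP (1.25 mM) stimulation; lower signal means less secretion.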
# SW480 rereplic: inducers of DNA re-replication in SW480 colon cancer cells; hit rate 1.8% among 340,000; AID 624297; Potency, µM (titrated, usually from 46.1 µM), for the others: at the highest dose re-replication activation, actives largely listed as activators; SW480 DNA re-replication, Hoechst DNA content imaging, 48 h; also: potency is read from the fitted curve at half-maximal effect; % of control where 0% means no effect; nearly all actives have a fitted effect of over 55% in size
#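 SW480 cells exposed to compounds for 48 hr at 37 C, 5% CO2, then Hoechst-stained 40 min. Nuclear DNA content imaged by fluorescence scanning (405 nm excitation, 500-530 nm emission); re-replication scored as increased high-intensity nuclei.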
# HT1080 IDH1KD tx: toxicity to HT-1080 IDH1 knockdown cells (counter line). HT-1080 IDH1 knockdown viability, ATP luminescence, 48 h. Potency, µM (top dose mostly 46.1 µM), for the others: top-dose activity, negative = toxicity, usual class: cytotoxic. hit rate 2% among 360,000;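 also: potency is read from the fitted curve at half-maximal effect; 0% = DMSO wells and -100% = cell-free medium wells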
#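 Cytotoxicity counter-line: IDH1KD HT-1080, 48 h, CellTiter-Glo. Curves classed by r2, magnitude and activity.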
# MCF10A rerep: DNA re-replication induction in MCF 10a cells | MCF 10A DNA re-replication, Hoechst nuclear intensity, 48 h | Potency, µM (titrated, usually from 46.1 µM), for the others: at the highest dose activity, positive = re-replication, actives largely listed as activators | hit rate 2.9% among 350,000 | AID 624296; also: potency is read from the fitted curve at half-maximal effect; % of control where 0% means no effect; nearly all actives have a fitted effect of over 50% in size
# KB-3-1 tox: kills parental KB-3-1 adenocarcinoma cells | AID 1347075 | hit rate 1.4% among 400,000 | KB-3-1 viability, CellTiter-Glo ATP luminescence, 72 h | Potency, µM (series often up to 46.1 µM), for the others: top-dose activity change, negative = cytotoxic, hits mostly cytotoxic; also: potency is read from the fitted curve at half-maximal effect; % is scaled to controls: 0 for no effect and ±100 for the full control effect; nearly all actives have a fitted effect of over 60% in size
#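 Viability of parental KB-3-1 cells, measured by CellTiter-Glo luminescence, followed a 72 h incubation at 37 °C with pinned compounds in phenol-red-free DMEM containing 10% FBS.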
# GLP1R cytotox: cytotoxicity counter-screen for GLP-1 receptor inverse agonists | hit rate 0.13% among 410,000 | Potency, µM (titrated, usually from 38.3 µM), without a hit: at the highest dose activity change, negative = inhibition, usual class: inhibitors | HEK293 cAMP-luciferase reporter cells, luminescence, 24 h;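 also: loss of luciferase light is scored as toxicity; potency is read from the fitted curve at half-maximal effect; % is scaled to controls: 0 for no effect and ±100 for the full control effect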
#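 Compound-treated cells are incubated 24 hr at 37 deg C under 5% CO2 after a 12 hour attachment period, then luciferase detection reagent is added and luminescence is measured following 12 min at room temperature; lowered signal indicates toxicity.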
# KB-V1 cytotox: KB-V1 MDR subline cytotoxicity. hit rate 3.4% among 400,000. Potency, µM (series often up to 46.1 µM), for the others: at the highest dose activity change, negative = cytotoxicity, most hits filed as cytotoxic. KB-V1 MDR cells viability, CellTiter-Glo, 72 h; also: potency is read from the fitted curve at half-maximal effect; % is scaled to controls: 0 for no effect and ±100 for the full control effect; nearly all actives have a fitted effect of over 60% in size
#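 Luminescent ATP read-out (CellTiter-Glo, 10 min) measures survival of drug-selected KB-V1 MDR cells after 72 h, 37 degrees C compound exposure. Medium: phenol-red-free DMEM, 10% FBS. Values from fitted concentration-response curves.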
# DRD3 agonist: D3 dopamine receptor (human) agonism; D3R DiscoveRx beta-arrestin cells, luminescence, 90 min; hit rate 0.58% among 410,000; max activation, %; P35462; AID 652048; in the data active = max activation above about 30%; also: 0% is about no effect; mostly tested at two doses, the higher about 12 µM
# Target sequence (P35462 whole entry, looked up): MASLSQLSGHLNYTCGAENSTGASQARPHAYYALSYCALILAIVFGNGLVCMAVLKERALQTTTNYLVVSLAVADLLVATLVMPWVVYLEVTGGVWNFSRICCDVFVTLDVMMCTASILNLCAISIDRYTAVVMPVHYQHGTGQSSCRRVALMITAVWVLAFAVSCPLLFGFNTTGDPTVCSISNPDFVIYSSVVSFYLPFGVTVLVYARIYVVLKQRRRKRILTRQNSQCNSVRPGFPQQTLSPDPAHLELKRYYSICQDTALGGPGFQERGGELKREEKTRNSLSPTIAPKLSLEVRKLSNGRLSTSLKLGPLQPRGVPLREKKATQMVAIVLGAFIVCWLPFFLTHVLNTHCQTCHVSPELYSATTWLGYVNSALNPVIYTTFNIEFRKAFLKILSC
#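 Cells at 1500/well, incubated overnight, then treated with pinned compounds (dopamine as control) for 90 min at 37 degrees C. DiscoveRx reagent added for 30 - 60 minutes at room temperature; luminescence read.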
# HT1080-NT tox: kills 2HG-producing HT-1080-NT fibrosarcoma cells; Potency, µM (highest dose often 46.1 µM), without a hit: at the highest dose activity, negative = less viability, hits mostly cytotoxic; hit rate 1.6% among 360,000; HT-1080-NT fibrosarcoma viability, CellTiter-Glo ATP luminescence, 48 h;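 also: NT is the 2HG producing partner of a matched IDH1 knockdown line; potency is read from the fitted curve at half-maximal effect; 0% = DMSO-treated cells and -100% = media-only wells without cells; nearly all actives have a fitted effect of over 55% in size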
#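 Compounds were tested in concentration-response format on HT-1080-NT cells for 48 hours at 37 degrees C. Cell viability came from CellTiter-Glo luminescence; curves were classified by r2, response magnitude and activity.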
# Active calls of the source: *; ? = inconclusive; . = not tested or not shown; [ ] = dose if it differs, or a comment. Unless noted, calls follow the shape of the dose curve; as a rule, active = well fitted curve in the direction sought with a large enough effect; inconclusive = small, poorly fitted or top-dose-only effect, or another doubt; inactive = no such curve, though single readings can be large; an effect the other way counts as inactive or inconclusive. Not a hit list. About 11% of those tested had a hit in this group.
SMILES,IL-1B inflam inh,SW480 rereplic,HT1080 IDH1KD tx,MCF10A rerep,KB-3-1 tox,GLP1R cytotox,KB-V1 cytotox,DRD3 agonist,HT1080-NT tox
CN(C(=O)COC(=O)C1CCN(S(=O)(=O)c2c(Cl)cccc2Cl)CC1)C1CCCCC1,-9,3.7µM*,-1%,?,-5%,0%,-3%,0,9%
CC(CCc1ccco1)NC(=O)Cn1ncc2c(=O)oc3ccccc3c21 (stereo not given),3,-4%,2%,-1%,13%,-11%,-7%,-5,3%
Cc1ccc(CO/N=C\Cc2snc(Sc3ncc(C(F)(F)F)cc3Cl)c2C#N)cc1,-15,-5%,0%,?,-3%,-4%,17%,-2,-2%
COc1cccc(CNc2nc3c(-c4cccc(C)c4)nnn3c3ccccc23)c1,.,.,.,.,16%,-3%,-6%,4,.
COc1ccc2c(-c3cccnc3)cc(=O)[nH]c2c1,0,-16%,3%,1%,8%,-5%,2%,2,-5%
Cc1cc(C(=O)CSc2nnnn2C)c(C)n1CCc1ccc(Cl)cc1,25,-2%,4%,9%,-10%,-13%,-3%,0,5%
O=C(c1ccccc1)N(c1ccccc1)c1nccc2ccccc12,50,-1%,1%,7%,0%,-7%,0%,6,3%
CCOC(=O)Cc1nc(-c2ccc(Cl)cc2)n[nH]1,-27,-44%[inhibitor],9%,-4%,2%,3%,26%,14,23%
O=C1c2ccccc2C(=O)C1C(=O)C1CC1,9,20%,-15%,12%,?,-5%,?,-7,-17%
CCCn1c(SC(C)C(=O)NC2CC2)nnc1-c1ccncc1 (stereo not given),0,-21%,1%,1%,0%,1%,?,5,1%
COc1ccc2cc(C#CC3=CC(=O)C[C@H](c4ccc(F)cc4)C3)ccc2c1,-76*,.,?,.,-3%,-6%,8%,-1,?
CCCCNC(=O)c1cc2nc(-c3ccccc3)cc(C(F)(F)F)n2n1,-5,6%,2%,-4%,11%,-6%,1%,2,-17%
O=C(Nc1ccc2nn(-c3ccc(F)cc3)nc2c1)c1cccc2c(Cl)cccc12,.,.,.,.,1%,7%,0%,3,.
C[n+]1cccc2c(Br)ccc([O-])c21,-3,-1%,0%,-1%,?,-5%,0%,3,-2%
COc1cccc(NC(=O)N2CCN(S(C)(=O)=O)CC2)c1,12,-6%,0%,-2%,5%,4%,5%,5,1%
Cc1ccc(N2CCN(C(=O)c3[nH]c(C(F)(F)F)nc3-c3ccccc3)CC2)cc1,44,.,-28%,.,0%,-13%,7%,-5,-23%
O=C(CN1C(=O)NC2(CCCc3ccccc32)C1=O)N1CCc2ccccc2C1 (stereo not given),-5,6%,-5%,-7%,0%,13%,-14%,-9,-2%
COc1ccc(C(NC(=O)c2ccco2)c2ccc(OC)c(OC)c2)cc1OC,10,-9%,-3%,-4%,3%,1%,-8%,-5,10%
COc1cc(OC)c(C(=O)OCC(=O)Nc2ccccc2Cl)cc1OC,-12,-7%,-4%,-3%,28%,3%,?,-3,-5%
CC1=NN(C(=O)c2nn(C)cc2Br)C(O)(C(F)(F)F)C1 (stereo not given),21,13µM*,21%,?,-5%,?,-5%,1,2%
Cc1ccsc1C(=O)Nc1ccc(C(=O)O)cc1,15,-2%,-28%,4%,-12%,13%,0%,-1,-22%
O=C(c1cccc(S(=O)(=O)N2CCCCCC2)c1)N1CCN(c2ccccc2)CC1,-15,-1%,1%,-6%,-5%,-6%,8%,-2,8%
O=C(COc1ccc(Br)cc1)NCCCN1CCCC1=O,24,4%,0%,-5%,-2%,3%,-3%,-1,-2%
O=C(CC1SC(N2CCCC2)=NC1=O)Nc1ccc(C(=O)NCc2ccc(F)cc2)cc1 (stereo not given),-16,-23%,6%,-6%,2%,1%,0%,5,4%
C=CCn1c(SCC(=O)NCc2cccs2)nnc1C1CCCCC1,-5,-2%,9%,2%,0%,11%,-9%,-3,6%
NC(=O)C1CCN(C(=O)CN2CCc3ccccc32)CC1,-8,-5%,-11%[9.24 µM],12%,1%,11%,-8%,4,0%
Cc1cc(Nc2ccccc2Cl)n2nnnc2n1,-2,-4%,-7%,0%,1%,-2%,9%,-10,-7%
CCc1cc(CNC(=O)c2cc(COc3ccc(C)nc3)on2)on1,19,0%,-10%,-2%,13%,-2%,?,-5,2%
COc1ccc(S(=O)(=O)N2CCC(C(=O)NCc3cccnc3)CC2)cc1OC,4,-9%,22%,-3%,13%,-5%,-2%,-5,23%
COc1ccc(C(=O)C2CCCN(Cc3cccn3-c3nccs3)C2)cc1OC (stereo not given),-28,4%,?,4%,-7%,-11%,-5%,-8,?
CCOC(=O)C1=C(C)OC(N)=C(C#N)C1c1ccc(O)c(OC)c1 (stereo not given),-4,-6%,11%,-2%,11%,-27%,4%,-6,12%
COc1ccc2c(=O)cc(-c3ccccc3F)oc2c1,-61*,-6%,-10%,0%,-2%,-6%,?,-3,-16%
COc1ccc2oc(C(=O)OCC(=O)NC3CCS(=O)(=O)C3)c(C)c2c1 (stereo not given),3,.,-2%,.,-3%,-8%,17%,-7,-1%
CC[n+]1c(/C=C2\C=C(C)CC(C)(C)C2)sc2ccccc21,-60*,?,?,?,-2%,-18%,-2%,-18,?
Cc1ccccc1-c1nc(NC(C)C)nc2cc(-c3ccccc3)sc12,19,.,-19%,.,0%,5%,3%,12,0%
O=C(CCc1nc2ccccc2s1)Nc1cccnc1,42,-15%[1.84 µM],17%,-1%,16%,-14%,4%,-1,20%
Nc1cc(N)cc(C(=O)OCC(=O)Nc2cc(S(=O)(=O)N3CCCCC3)ccc2Cl)c1,6,-1%,-1%,-1%,?,2%[0.307 µM],?,0,-3%
Cc1ccc(C2=NCCn3c2c2ccc(C(F)(F)F)cc2[n+]3[O-])cc1,8,-5%,4%,-17%,2%,-28%,13%,1,10%
Cc1cc(C)cc(C(=O)NCC(=O)OCC(=O)N2c3ccccc3NC(=O)C2(C)C)c1,15,-11%,19%,1%,4%,-17%,4%,12,13%
O=C(CCC(=O)N1CCOc2ccccc21)Nc1cc(F)ccc1F,?,0%,5%,1%,2%,2%,3%,-11,2%
Cc1ccc(S(=O)(=O)N2CCCC2C(=O)NCCc2nc3ccccc3[nH]2)cc1 (stereo not given),26,-5%,-7%,8%,-29%,10%,11%,0,-9%
CC(C)n1c(SCC(N)=O)nc2c1c(=O)[nH]c(=O)n2C,16,-5%,8%,-6%,6%,11%,-3%,3,3%
COc1ccc(-n2nc3cc(C)c(NC(C)=O)cc3n2)cc1,-11,2%,19%,-1%,-2%,2%,18%,1,16%
CCc1ccc2oc(-c3cc(NC(=O)C(C)C)cc(C)c3O)nc2c1,.,.,.,.,9%,0%,-6%,-4,.
O=C(C1CCCCC1)N(Cc1cccnc1)c1nc2c(F)cccc2s1,.,.,.,.,3%,-4%,10%,-13,.
COc1cc(SC)ccc1C(=O)Nc1ccncc1,?,-87%[inhibitor],-3%,0%,0%,-5%,?,0,12%
CC(NC(=O)[C@H](NC(=O)[C@@H]1Cc2ccccc2CN1)c1ccccc1)c1ccccc1 (stereo not given in full),-8,-7%,5%,4%,0%,-10%,0%,14,-1%
COCCN(CCOC)Cc1cc(=O)oc2ccccc12,0,.,11%,.,0%,4%,10%,11,11%
COc1cccc(CNC(=O)N2CCN(c3ccccc3C)CC2)c1,-10,6%,10%,4%,11%,3%,-4%,2,-6%
O=C(NCc1ccncc1)C(=O)NCC1OCCN1S(=O)(=O)c1ccccc1 (stereo not given),9,.,4%,.,0%,1%,23%,0,-3%
Fc1cccc(/C=N/Nc2ccc(Cl)nn2)c1,-13,-11%,0%,-4%,14%,-4%,20%,1,-16%
CCOC(=O)C1(C)CCCCN1C(=O)c1ccc(F)c(C)c1 (stereo not given),1,.,10%,.,0%,1%,4%,8,7%

# Entries shown so far with a Cl atom, in the order listed:
SMILES,IL-1B inflam inh,SW480 rereplic,HT1080 IDH1KD tx,MCF10A rerep,KB-3-1 tox,GLP1R cytotox,KB-V1 cytotox,DRD3 agonist,HT1080-NT tox
CN(C(=O)COC(=O)C1CCN(S(=O)(=O)c2c(Cl)cccc2Cl)CC1)C1CCCCC1,-9,3.7µM*,-1%,?,-5%,0%,-3%,0,9%
Cc1ccc(CO/N=C\Cc2snc(Sc3ncc(C(F)(F)F)cc3Cl)c2C#N)cc1,-15,-5%,0%,?,-3%,-4%,17%,-2,-2%
Cc1cc(C(=O)CSc2nnnn2C)c(C)n1CCc1ccc(Cl)cc1,25,-2%,4%,9%,-10%,-13%,-3%,0,5%
CCOC(=O)Cc1nc(-c2ccc(Cl)cc2)n[nH]1,-27,-44%[inhibitor],9%,-4%,2%,3%,26%,14,23%
O=C(Nc1ccc2nn(-c3ccc(F)cc3)nc2c1)c1cccc2c(Cl)cccc12,.,.,.,.,1%,7%,0%,3,.
COc1cc(OC)c(C(=O)OCC(=O)Nc2ccccc2Cl)cc1OC,-12,-7%,-4%,-3%,28%,3%,?,-3,-5%
Cc1cc(Nc2ccccc2Cl)n2nnnc2n1,-2,-4%,-7%,0%,1%,-2%,9%,-10,-7%
Nc1cc(N)cc(C(=O)OCC(=O)Nc2cc(S(=O)(=O)N3CCCCC3)ccc2Cl)c1,6,-1%,-1%,-1%,?,2%[0.307 µM],?,0,-3%
Fc1cccc(/C=N/Nc2ccc(Cl)nn2)c1,-13,-11%,0%,-4%,14%,-4%,20%,1,-16%

# Screening results as filed in PubChem.
